Bioassay records from PubChem BioAssay.
MBD2 DNA inh: inhibitors of MBD2 binding to methylated DNA, primary screen, biochemical, TR-FRET, DNA-binding domain, human | Methyl-CpG-binding domain protein 2 (Homo sapiens), Q9UBB5 | MBD2 binding to methylated oligonucleotide | inhibition, % at 4.4 µM | hit rate 0.31% among 370,000; in the data active = inhibition above about 13%
ASAP1 GAP inh: inhibitors of human ASAP1 ArfGAP activity, primary screen, biochemical, fluorescence polarization | Arf-GAP with SH3 domain, ANK repeat and PH domain-containing protein 1 (Homo sapiens), … | ASAP1-stimulated ARF1 GTP hydrolysis, GDP FP detection | inhibition, % at 16.5 µM | hit rate 0.19% among 360,000; in the data active = inhibition above about 25%;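 also: 0% = vehicle with enzyme and substrate and 100% = no enzyme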
Target sequence (Q9ULH1 325-724 limits assumed): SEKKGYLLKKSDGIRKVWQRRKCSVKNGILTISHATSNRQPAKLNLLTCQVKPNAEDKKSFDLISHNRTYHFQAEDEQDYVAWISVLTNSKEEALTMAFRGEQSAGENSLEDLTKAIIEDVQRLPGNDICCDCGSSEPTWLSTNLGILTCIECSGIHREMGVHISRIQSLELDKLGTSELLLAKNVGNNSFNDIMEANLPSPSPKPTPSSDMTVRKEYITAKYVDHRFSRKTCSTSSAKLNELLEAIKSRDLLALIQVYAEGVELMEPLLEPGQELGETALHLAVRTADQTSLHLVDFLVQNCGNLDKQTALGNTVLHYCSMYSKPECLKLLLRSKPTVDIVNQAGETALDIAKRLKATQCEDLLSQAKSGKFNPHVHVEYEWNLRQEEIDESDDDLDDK
PLCb3 inh: human PLC-beta3 inhibitors, primary screen, biochemical, fluorescence | 1-phosphatidylinositol 4,5-bisphosphate phosphodiesterase beta-3 (Homo sapiens), Q01970 | Purified PLC-beta3, fluorogenic substrate | inhibition, % at 12.2 µM | hit rate 0.18% among 370,000; in the data active = inhibition above about 11%;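 also: 0% = median of compound wells on plate and 100% = full blocker control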
ADAM17 inh: ADAM17 inhibitors, primary screen, biochemical, QFRET; Disintegrin and metalloproteinase domain-containing protein 17 (Homo sapiens), P78536; recombinant ADAM17, EDANS/DABCYL FRET peptide cleavage; inhibition, % at 6.95 µM; hit rate 0.83% among 370,000; AID 720648, 2013;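 active = inhibition above the mean of compounds lying between control limits plus 3 SD, set per campaign, cut at about 8.5% in these data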;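 also: 0% = DMSO-only wells as the low control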
Target sequence (P78536 215-824 limits assumed): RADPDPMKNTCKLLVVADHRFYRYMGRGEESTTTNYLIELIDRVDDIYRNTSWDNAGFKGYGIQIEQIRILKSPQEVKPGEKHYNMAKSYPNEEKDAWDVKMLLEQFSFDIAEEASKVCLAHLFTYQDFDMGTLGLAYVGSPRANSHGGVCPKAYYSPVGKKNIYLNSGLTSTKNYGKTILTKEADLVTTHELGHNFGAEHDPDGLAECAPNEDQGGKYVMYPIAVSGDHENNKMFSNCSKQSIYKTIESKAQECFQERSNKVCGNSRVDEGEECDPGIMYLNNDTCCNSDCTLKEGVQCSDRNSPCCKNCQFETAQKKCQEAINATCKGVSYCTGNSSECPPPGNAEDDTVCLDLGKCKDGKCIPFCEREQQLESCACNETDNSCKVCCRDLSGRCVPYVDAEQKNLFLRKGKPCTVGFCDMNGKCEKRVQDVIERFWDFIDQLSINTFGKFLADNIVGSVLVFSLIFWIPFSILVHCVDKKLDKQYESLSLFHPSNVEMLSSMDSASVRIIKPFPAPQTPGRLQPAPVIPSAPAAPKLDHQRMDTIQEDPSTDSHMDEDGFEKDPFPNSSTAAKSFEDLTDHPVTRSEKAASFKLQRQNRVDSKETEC
UHRF1 MBD2 ctr: UHRF1 methylated DNA binding inhibitors, primary screen, counter-screen for MBD2 inhibitor project, biochemical, TR-FRET, human UHRF1, single concentration | UHRF1 binding to methylated oligo | inhibition, % at 4.4 µM | hit rate 0.75% among 370,000 | E3 ubiquitin-protein ligase UHRF1 (Homo sapiens), Q96T88; in the data active = inhibition above about 21%;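 also: UHRF1 SRA domain binding a hemimethylated CpG hairpin DNA probe; 0% = median of test compound wells and 100% = reference inhibitor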
ARFGAP1 inhibitor: inhibitors of rat ARFGAP1 GAP activity, primary screen, biochemical, fluorescence polarization, GDP tracer; ADP-ribosylation factor GTPase-activating protein 1 (Rattus norvegicus), Q62848; Arfgap1-stimulated ARF1 GTP hydrolysis, GDP FP detection; inhibition, % at 16.5 µM; hit rate 0.26% among 360,000; AID 651572, 2012;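 active = inhibition above a per-plate limit, mean inhibition of low control wells plus 3 SD, cut at about 25% in these data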;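 also: 0% = DMSO wells with enzyme and 100% = wells lacking Arfgap1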
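Material: truncated rat Arfgap1 GAP domain; Incubation: compound-enzyme preincubation 20 min, reaction 120 min, detection 60 min, 25 °C; Read-out: percent inhibition of Arfgap1-stimulated GTP hydrolysis; Technique: FP, GDP Alexa 633 tracer displaced from anti-GDP antibody, 620/688 nm; Controls: No-Arfgap1 wells (100%) versus DMSO full-reaction wells (0%); Replication: single well per compound.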
DDE Tn7 FP inh: inhibitors of Tn7 peptide binding to fibrin DD(E), primary screen, biochemical, fluorescence polarization, human fibrin, Tn7 probe; Fibrinogen beta chain (Homo sapiens), P02675; FP displacement of FITC-Tn7 peptide from fibrin DD(E); 0% = median of compound wells per plate; inhibition, % at 8.3 µM; hit rate 0.13% among 370,000;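 active = inhibition above the mean of compounds falling within the control limits plus 3 SD of them, cut at about 14% in these data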;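 also: 0% = plate median of compound wells and 100% = 10 µM Aha-Tn7 peptide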
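system = human fibrin DD(E) protein | quantity = DD(E) 2 µM final | medium = Tris/NaCl/CaCl2 buffer, pH 7.8 | also added = labelled Tn7 tracer, 0.1 µM | compound dosing = single point at 8.3 µM | timing = compound with protein 10 min, then 3 h after probe, room temperature | signal = FP measurement | benchmarks = Aha-Tn7 high control | repeats = one replicate per compound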
proKLK7 act: proKLK7 zymogen activators, primary screen, biochemical, fluorescence intensity; Kallikrein-7 (Homo sapiens), P49862; purified proKLK7, EDANS-DABCYL substrate fluorescence; 100% is mature enzyme control, 0% vehicle; activation, % at 7 µM; hit rate 0.9% among 370,000;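 active = activation above the mean of all tested compounds plus 3 SD, computed per campaign excluding outliers beyond control limits, cut at about 13% in these data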
PLCg1 inh: PLC-gamma1 enzyme inhibitors, primary screen, biochemical, fluorescence, purified enzyme; 1-phosphatidylinositol 4,5-bisphosphate phosphodiesterase gamma-1 (Homo sapiens), P19174; fluorogenic substrate; inhibition, % at 12.2 µM; hit rate 0.84% among 370,000; in the data active = inhibition above about 9.5%
Tn6 DDE FP: inhibitors of Tn6 peptide binding to fibrin DD(E), primary screen, biochemical, fluorescence polarization, human fibrin, Tn6 probe; Fibrin DD(E) TRITC-Tn6 fluorescence polarization displacement; inhibition, % at 8.3 µM; hit rate 0.21% among 370,000; AID 720509, 2013;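 active = inhibition above a per-campaign cutoff: mean of compounds within control limits plus 3 SD, cut at about 15% in these data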;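 also: 0% = median of all compound wells on the plate and 100% = blocking peptide control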
Starred values were filed as active, the others as inactive; nt = no result given.

SMILES | MBD2 DNA inh | ASAP1 GAP inh | PLCb3 inh | ADAM17 inh | UHRF1 MBD2 ctr | ARFGAP1 inhibitor | DDE Tn7 FP inh | proKLK7 act | PLCg1 inh | Tn6 DDE FP
O=C(O)c1cn[nH]c1-c1cccc([N+](=O)[O-])c1 | -5 | 3 | -6 | 1 | 9 | -3 | 6 | 0.0 | 1 | 2
O=C(c1cccs1)N1CCN(C(=O)c2ccco2)c2ccccc2C1 | -1 | 4 | 3 | -3 | 4 | -3 | 0 | -0.7 | 5 | -3
CCN1CCN(c2ccc(S(=O)(=O)N3CCCCC3)cc2NC(=O)c2ccc([N+](=O)[O-])o2)CC1 | -2 | 8 | -1 | 0 | 1 | 11 | -7 | 0.6 | -3 | -9
O=C(Nc1ccc(Cl)c(Cl)c1)C1C2C=CC3(O2)C1C(=O)N(CCN1CCCCC1)C3C(=O)NC1CCCCC1 (stereo unspecified) | 1 | -8 | -7 | -4 | 2 | 5 | 3 | -0.1 | 1 | 0
Cc1ccc(C(=O)Nc2ccccc2C(=O)NCC2CCCO2)cc1 (stereo unspecified) | 2 | -2 | -8 | 0 | -1 | -4 | 7 | 0.3 | 4 | 5
COc1ccc2c(c1OC)C(=O)OC2CC(=O)O (stereo unspecified) | 0 | -14 | -1 | -2 | 0 | 5 | -5 | 0.4 | -4 | 0
COc1cc(/C=N\NC(=O)C2C(=O)NCC2c2ccccc2)cc(OC)c1O (stereo unspecified) | -1 | 1 | -25 | -21 | -4 | 5 | 2 | -21 | -22 | 0
Cc1ccc(C(=O)COC(=O)CCS(=O)(=O)c2ccccc2)cc1[N+](=O)[O-] | 6 | 7 | -5 | -3 | 0 | 2 | 2 | -0.3 | 5 | 2
CNCC(O)CN1CCN(c2ccccc2OC)CC1 (stereo unspecified) | -6 | 9 | 8 | -2 | 2 | -14 | 3 | -0.6 | 3 | -6
COc1cccc(/C=C2\CC3(OC(=O)c4ccc(Cl)cc4)CCCN2C3)c1 (stereo unspecified) | -2 | nt | -3 | 5 | 5 | nt | -8 | 0.2 | 1 | -7
O=C(C1CCCCC1)N1C[C@@H](O)[C@H](n2cc(C3CC3)nn2)C[C@@H]1c1ccccc1 | 0 | -7 | 1 | -6 | 2 | 7 | 2 | -0.1 | 3 | 0
O=C(c1ccc(Cl)cc1)c1cc([N+](=O)[O-])ccc1N1CCOCC1 | -7 | -10 | -1 | 3 | -3 | -6 | 3 | 0.3 | 6 | 6
Cc1nc(Cc2nnc(SC(C)C(=O)N3c4ccccc4NC(=O)C3(C)C)o2)cs1 (stereo unspecified) | -5 | -23 | 3 | 4 | 1 | -3 | 7 | 0.1 | -11 | -2
CC(C)NS(=O)(=O)c1ccc(CCC(=O)O)cc1 | -3 | -3 | 4 | -4 | -1 | -3 | 0 | -1.2 | 2 | -1
CCc1cc(=O)oc2cc(C)cc(OC(C)C(=O)NC3CCN(Cc4ccccc4)CC3)c12 (stereo unspecified) | 3 | 6 | -123 | -57 | 0 | 10 | 0 | -0.8 | -95 | 0
Cc1cc(C)cc(Oc2ccc(N)cc2)c1 | 3 | 14 | 2 | -1 | 1 | 0 | -4 | 0.5 | 3 | 0
CCOC(=O)c1c(NC(=O)CN2C(=O)NC3(CCC(C)CC3)C2=O)sc(C)c1CC (stereo unspecified) | 4 | -7 | -5 | -4 | 1 | 4 | 6 | 0.1 | 2 | 3
CC(=O)Nc1ccc(NC2=C/C(=N/S(=O)(=O)c3cccs3)c3ccccc3C2=O)cc1 | -6 | 20 | 7 | 2 | 3 | 9 | 2 | 0.5 | 11* | 1
C=CCNC(=S)NC(=O)c1ccc(C)c(Br)c1 | -5 | -1 | 0 | -2 | -1 | -3 | 5 | -0.7 | 1 | 0
CCN(CC(=O)Nc1c(F)cccc1F)C(=O)Cc1csc(-c2ccc(OC)c(OC)c2)n1 | -3 | -9 | -12 | -63 | -1 | -9 | 4 | 0.0 | -15 | -3
CN(Cc1ccncn1)C(=O)CC1C(=O)NCCN1Cc1cccc(Oc2ccccc2)c1 (stereo unspecified) | 0 | -5 | -11 | -3 | -3 | 0 | 4 | 1.4 | -11 | 3
O=C1OCC(c2ccc(Cl)s2)=C1c1ccccc1[N+](=O)[O-] | 4 | -7 | -7 | 2 | 3 | -9 | 2 | -0.5 | 0 | -1
CCn1cc(C(=O)Nc2ccc(F)c(F)c2)cn1 | 7 | 3 | -2 | -7 | 7 | 9 | -4 | -0.1 | 4 | -3
Cc1cccc(-c2c3c(=O)n(C)c(=O)n(C)c3cn2CCO)c1 | -3 | -2 | -2 | -2 | 0 | 9 | 8 | 0.9 | 0 | 3
CC(C)c1nnc(SCC(=O)NCCC2=CCCCC2)n1N | -4 | 8 | 3 | 1 | 3 | 6 | -8 | -0.4 | 4 | -2
O=C(CSc1nc(N2CCCCC2)nc(N2CCCCC2)n1)Nc1nccs1 | -2 | -18 | -1 | -4 | -1 | 7 | 4 | -0.2 | -4 | -1
COc1cc(OC)cc(C(=O)Nc2ncn[nH]2)c1 | 0 | 10 | -2 | -1 | -2 | 3 | 0 | 0.1 | 0 | 1
CC1(C2CC2)NC(=O)N(CC(=O)Nc2ccc(C(F)(F)F)cc2)C1=O (stereo unspecified) | 1 | 11 | 0 | 2 | -3 | 5 | -7 | -0.7 | 2 | 4
COc1cccc(NC(=O)c2ccccc2F)c1 | -7 | 7 | 9 | 1 | 0 | 2 | 2 | -0.2 | 1 | 3
CCOC(=O)Cn1nc(Cc2ccccc2)c2ccccc2c1=O | -3 | 7 | 4 | 1 | 1 | -14 | 7 | -0.7 | 7 | -12
Cc1nc2ncnn2c(C)c1Cc1ccccc1Cl | -3 | 8 | 2 | -4 | 0 | -3 | 0 | 0.0 | 2 | 8
CCn1c(SCc2cccc(C(F)(F)F)c2)nnc1-c1ccco1 | 0 | -1 | 0 | 4 | 2 | 13 | -6 | -0.7 | 4 | -6
OCC1(CCc2ccccc2)CCN(Cc2ccccc2Cl)CC1 | 1 | 8 | -11 | -1 | 0 | 8 | -5 | 0.9 | -1 | 4
Cc1ccc(CN2CC(C(=O)N3CCN(S(=O)(=O)c4c(F)cccc4F)CC3)CC2=O)cc1 (stereo unspecified) | 0 | -4 | -5 | -4 | -4 | 8 | 1 | 0.6 | 4 | 3
CCn1cc(Cl)c(C(=O)N2N=C3/C(=C/c4cccs4)CCCC3C2c2cccs2)n1 (stereo unspecified) | 0 | 3 | -8 | -4 | 0 | 8 | -1 | -0.3 | -2 | -2
CCOc1ccc(Br)cc1S(=O)(=O)Nc1cccc(S(=O)(=O)N(C)c2ccccc2)c1 | -4 | 0 | 0 | 7 | 23* | 8 | 1 | 0.5 | 1 | -5

An excerpt of these results, as labelled records.
O=C(CSc1nc(N2CCCCC2)nc(N2CCCCC2)n1)Nc1nccs1
  MBD2 DNA inh = -2; ASAP1 GAP inh = -18; PLCb3 inh = -1; ADAM17 inh = -4; UHRF1 MBD2 ctr = -1; ARFGAP1 inhibitor = 7; DDE Tn7 FP inh = 4; proKLK7 act = -0.2; PLCg1 inh = -4; Tn6 DDE FP = -1
COc1cc(OC)cc(C(=O)Nc2ncn[nH]2)c1
  MBD2 DNA inh = 0; ASAP1 GAP inh = 10; PLCb3 inh = -2; ADAM17 inh = -1; UHRF1 MBD2 ctr = -2; ARFGAP1 inhibitor = 3; DDE Tn7 FP inh = 0; proKLK7 act = 0.1; PLCg1 inh = 0; Tn6 DDE FP = 1
CC1(C2CC2)NC(=O)N(CC(=O)Nc2ccc(C(F)(F)F)cc2)C1=O (stereo unspecified)
  MBD2 DNA inh = 1; ASAP1 GAP inh = 11; PLCb3 inh = 0; ADAM17 inh = 2; UHRF1 MBD2 ctr = -3; ARFGAP1 inhibitor = 5; DDE Tn7 FP inh = -7; proKLK7 act = -0.7; PLCg1 inh = 2; Tn6 DDE FP = 4

(continued)
SMILES | MBD2 DNA inh | ASAP1 GAP inh | PLCb3 inh | ADAM17 inh | UHRF1 MBD2 ctr | ARFGAP1 inhibitor | DDE Tn7 FP inh | proKLK7 act | PLCg1 inh | Tn6 DDE FP
Cc1cccc(NC(=O)NNS(=O)(=O)c2ccc(F)cc2)c1 | -1 | -12 | 3 | -1 | 0 | 1 | -3 | 0.2 | -2 | 0
C#CCSc1[nH]c(=O)cc(C)c1C#N | -3 | 4 | -2 | -1 | 0 | -1 | 6 | 0.2 | 4 | -7
COC(=O)c1cc(-c2ccc(Br)cc2)n[nH]1 | -7 | 4 | 3 | -2 | -1 | 7 | 0 | -0.5 | -1 | -4
COc1ccc(SCCN2CC[C@@H](NC(=O)OCc3ccccc3)CCC2=O)cc1 | 3 | -3 | -1 | -3 | 1 | -14 | -5 | 0.1 | -2 | 1
CCN(CC)CCN1C(=O)C(O)=C(C(C)=O)C1c1ccc(OC)c(OC)c1 (stereo unspecified) | 0 | -3 | -1 | -5 | 1 | 0 | 0 | -1.1 | -3 | -9
O=C(c1cc2c(s1)CCCC2)N1CCN(CCO)CC1 | -4 | 9 | 2 | 4 | 2 | -4 | -4 | 0.1 | 2 | 3
O=C(CSc1nnc(-c2cccs2)o1)Nc1cccc2ccccc12 | 3 | nt | -4 | -3 | 0 | nt | 8 | 0.2 | -4 | 0
CSc1ccccc1NC(=O)CN(C)CC(=O)Nc1cc(C)ccc1C | -5 | 9 | 3 | -2 | -3 | -8 | 3 | 0.3 | -2 | 9
COC(=O)c1ccc(CSc2n[nH]c(=S)s2)o1 | 4 | 2 | -2 | -3 | 1 | 0 | 1 | 0.5 | 0 | 1
C=CCNC(=S)NNC(=O)c1csc(C)c1CC | 0 | 2 | -1 | -1 | -4 | 1 | 11 | 0.1 | 1 | -1
Cc1cc2c(C)nc(Cc3ccccc3)nc2o1 | -2 | -1 | 2 | -1 | -2 | 2 | 5 | 0.4 | 0 | 6
C[C@H](NC(=O)C1CCN(S(=O)(=O)c2ccccc2)CC1)C(=O)NCc1cccnc1 | 7 | -1 | -1 | 0 | 5 | 1 | 4 | -0.4 | -2 | 5
CCOc1c(Br)cc(CNc2ncn[nH]2)cc1OC | 0 | -4 | 2 | -1 | -1 | -7 | 0 | -0.1 | 1 | 3
Cn1c(N)c(C(=O)CSc2nn(-c3ccccc3)c(=S)s2)c(=O)n(C)c1=O | 0 | 2 | -1 | -2 | 3 | -7 | -5 | 0.2 | 3 | -2
